ERG-DNA inh: blocks human ERG Ets domain binding to DNA; P11308; fluorescence polarization, His-ERG Ets domain / labelled DNA; Potency, µM (titrated, usually from 76.9 µM), for the others: top-dose FP activity, negative = inhibition, actives largely listed as inhibitors; hit rate 0.028% among 370,000; active = well fitted inhibition curve with a large enough effect in the polarisation, with a control signal flat; inconclusive = small, poorly fitted or top-dose-only effect, or effect the other way, or a change in a side signal; inactive = no such curve, though single readings can be large or run the other way; the % refers to the polarisation;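 also: polarization taken with two DNA probes labelled with fluorescein and Texas red; potency is read from the fitted curve at half-maximal effect; % of control where 0% means no effect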
Target sequence (P11308 whole entry, looked up, the tested form may be a part): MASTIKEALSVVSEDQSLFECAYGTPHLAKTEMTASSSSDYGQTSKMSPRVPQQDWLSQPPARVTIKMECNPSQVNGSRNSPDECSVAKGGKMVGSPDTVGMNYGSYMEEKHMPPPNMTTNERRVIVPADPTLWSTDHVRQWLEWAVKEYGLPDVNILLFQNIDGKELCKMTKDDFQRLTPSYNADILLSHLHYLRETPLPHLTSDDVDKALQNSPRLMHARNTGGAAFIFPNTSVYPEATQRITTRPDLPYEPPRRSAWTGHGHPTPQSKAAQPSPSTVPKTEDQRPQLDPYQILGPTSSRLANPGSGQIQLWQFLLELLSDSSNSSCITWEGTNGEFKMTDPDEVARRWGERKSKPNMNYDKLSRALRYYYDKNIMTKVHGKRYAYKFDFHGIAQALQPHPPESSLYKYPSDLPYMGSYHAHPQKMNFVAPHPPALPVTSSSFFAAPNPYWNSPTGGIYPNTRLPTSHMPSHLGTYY
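His-tagged ERG Ets domain (1 uM in the protein solution; 300mM KCl, 50mM Tris-HCl, 1mM EDTA, 1mM DTT, pH 7.5) received compound, then a probe mix of 5 nM fluorescein-DNA and 100nM Texas-615-DNA. Fluorescence polarization was read for both dyes.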
Pol beta inh: blocks human DNA polymerase beta activity; AID 485314; P06746; hit rate 1.3% among 340,000; Pol beta primer extension/strand displacement, fluorescence kinetic; Potency, µM (highest dose often 114 µM), without a hit: top-dose activity change, negative = inhibition, actives largely listed as inhibitors; also: potency is read from the fitted curve at half-maximal effect; % is scaled to controls: 0 for no effect and ±100 for the full control effect
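Pol beta (10 nM) and compounds were preincubated 15 min at room temperature, then 50 nM substrate (final) started primer extension/strand displacement. Reads were taken at 0 and 10 min; concentration-response data were fitted to a four-parameter Hill equation.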
APEX1 inh: APE1 (human) endonuclease inhibition; P27695; recombinant APE1, TAMRA/BHQ-2 abasic DNA cleavage fluorescence; Potency, µM (series often up to 65.8 µM), inactives show at the top dose activity change, negative = inhibition, actives largely listed as inhibitors; hit rate 0.35% among 350,000;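 also: potency is read from the fitted curve at half-maximal effect; plate controls were vehicle for no effect and reference inhibitor for full effect; nearly all actives have a fitted effect of over 55% in size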
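Quantitative HTS: incision of a TAMRA/BHQ-2 double-stranded substrate bearing a tetrahydrofuran abasic site by 0.75 nM APE1 raises fluorescence. Substrate 50 nM final, added after 15 min compound preincubation at room temperature; progress as third-minus-first kinetic read difference.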
POLK inh: DNA polymerase kappa (human) inhibition. Q9UBT6. purified Pol kappa, fluorescent DNA synthesis assay, 10 min. Potency, µM (top dose mostly 107 µM), without a hit: top-dose activity, negative = inhibition, most hits filed as inhibitors. hit rate 0.53% among 400,000. AID 588579; also: potency is read from the fitted curve at half-maximal effect; % is scaled to controls: 0 for no effect and ±100 for the full control effect
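Kinetic fluorescence screen: compound preincubated 15 min RT with 10 nM enzyme; 50 nM substrate (final) initiates; reads at 0/10 min.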
POLI inh: blocks human DNA polymerase iota activity | Q9UNA4 | Pol iota fluorescent replication assay, 10 min | Potency, µM (highest dose often 115 µM), for the others: at the highest dose activity, negative = inhibition, hits mostly inhibitors | hit rate 1% among 390,000 | AID 588590; also: potency is read from the fitted curve at half-maximal effect
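Pol iota at 10 nM preincubated 15 min with compounds at room temperature; reaction started with fluorescent substrate, 50 nM final. Fluorescence read kinetically at 0 and 10 min; buffer-only wells as negative control.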
ALOX12 inh: ALOX12 (human) lipoxygenase inhibition | P18054 | purified 12hLO, xylenol orange hydroperoxide absorbance | Potency, µM (doses to about 108 µM), for inactives: top-dose activity change, negative = inhibition, most hits filed as inhibitors | hit rate 1.1% among 580,000 | AID 1671190; also: potency is read from the fitted curve at half-maximal effect; % is scaled to controls: 0 for no effect and ±100 for the full control effect
Target sequence (P18054 whole entry, looked up): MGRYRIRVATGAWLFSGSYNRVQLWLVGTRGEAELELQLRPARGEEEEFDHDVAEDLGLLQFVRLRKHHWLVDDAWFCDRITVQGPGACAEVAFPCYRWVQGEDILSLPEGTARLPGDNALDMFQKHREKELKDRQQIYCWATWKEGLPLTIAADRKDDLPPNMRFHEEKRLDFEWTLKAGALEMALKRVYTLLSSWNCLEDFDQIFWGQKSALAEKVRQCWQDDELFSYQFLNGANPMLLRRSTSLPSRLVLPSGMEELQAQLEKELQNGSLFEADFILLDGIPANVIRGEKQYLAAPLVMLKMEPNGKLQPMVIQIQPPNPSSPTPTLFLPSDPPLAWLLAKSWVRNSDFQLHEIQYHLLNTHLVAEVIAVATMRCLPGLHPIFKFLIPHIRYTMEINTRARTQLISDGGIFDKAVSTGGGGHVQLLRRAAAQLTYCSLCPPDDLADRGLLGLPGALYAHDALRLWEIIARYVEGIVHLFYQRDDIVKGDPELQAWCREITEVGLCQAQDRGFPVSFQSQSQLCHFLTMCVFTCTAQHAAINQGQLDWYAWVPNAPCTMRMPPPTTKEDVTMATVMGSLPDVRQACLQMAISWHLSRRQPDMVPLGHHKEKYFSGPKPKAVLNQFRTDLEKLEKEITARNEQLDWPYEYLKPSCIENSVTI
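Purified human 12hLO at 150 nM in 25 mM Hepes, 0.01% Triton X-100, pH 7.0, preincubated 15 min at room temperature with compound. Reaction started with 40 uM arachidonic acid, 30 min at room temperature. Hydroperoxide measured by Fe-xylenol orange, 573/405 nm absorbance ratio.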
Apoferritin bind: candidate novel general anesthetic via apoferritin binding; P02791; apoferritin/1-aminoanthracene competitive binding, fluorescence; Potency, µM (highest dose often 77.5 µM), for the others: at the highest dose activity change, negative = displacement, most hits filed as inhibitors; hit rate 0.074% among 350,000; also: potency is read from the fitted curve at half-maximal effect; % is scaled to controls: 0 for no effect and ±100 for the full control effect; nearly all actives have a fitted effect of over 20% in size
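Read-out: endpoint 1-AMA fluorescence, excitation 380 nm and emission 535 nm, after compounds sit 10 min at room temperature with 10 uM horse-spleen apoferritin in 50% saturated 1-AMA/PBS. Values come from four-parameter Hill fits.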
TRHR agonist: TRH receptor (human) agonism; TRHR cells, calcium flux fluo-8, FDSS agonist mode; activation, % at 2 µM; hit rate 0.18% among 360,000; in the data active = activation above about 30%; also: 0% is about no effect
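In this calcium-flux screen, cells bearing human TRHR are dye-loaded with fluo-8, baselined for 10 cycles, then exposed to library compounds; positive kinetic calcium responses during the agonist phase mark hits, with TRH as control.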
BLM inh: inhibitors of human Bloom syndrome helicase BLM | P54132 | recombinant BLM DNA unwinding, fluorescence dequenching | Potency, µM (series often up to 56.1 µM), for the others: at the top dose activity change, negative = inhibition, hits mostly inhibitors | hit rate 0.2% among 350,000 | AID 2528;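 also: potency is read from the fitted curve at half-maximal effect; plate controls were vehicle for no effect and no enzyme for full effect; nearly all actives have a fitted effect of over 35% in size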
Starred values were filed as active, the others as inactive; ? = inconclusive; nt = no result given; & = joins results of further samples; [ ] = remark or other dose. Unless noted, calls follow the shape of the dose curve; as a rule, active = well fitted curve in the direction sought with a large enough effect; inconclusive = small, poorly fitted or top-dose-only effect, or another doubt; inactive = no such curve, though single readings can be large; an effect the other way counts as inactive or inconclusive. These rows are one share of the data; rates above refer to the full screens.

compound	Pol beta inh	ERG-DNA inh	Apoferritin bind	ALOX12 inh	APEX1 inh	BLM inh	TRHR agonist	POLI inh	POLK inh
COc1ccccc1-c1cc(=O)c2cccc(OC)c2o1	nt	nt	-6%	nt	-1%	-4%	nt	nt	-2%[60.1 µM]
CCOC(=O)N1CCC2(CC1)C(C#N)=C(N)Oc1c2c(C)nn1-c1cccc(Cl)c1	-30%	7%	-13%	?	-2%	-6%	0.7	5%	3%
O=C(O)CCC(NS(=O)(=O)c1ccc(-c2ccccc2)cc1)C(=O)O (centres undefined)	13%	-8%	0%	21%	17%	4%	0.3	2%	-18%
C/C(=N/NC(=O)CNC(=O)c1ccccn1)c1ccccc1	17%	1%	?	4%	1%	-5%	-1.0	1%	-12%
COc1cc(CCC(=O)Nc2cccc(C(F)(F)F)c2)cc(OC)c1OC	16%[57.1 µM]	-6%	-6%	-15%	0%	-2%	-1.0	4%	-5%
O=C(CCNS(=O)(=O)c1ccc(Cl)cc1)Nc1ccncc1	-7%	6%	9%	-18%	4%	-7%	-2.1	118%[activator]	-5%
COc1ccc(NC(=O)CSc2nc(C)cc(C)n2)cc1	4%	-11%	-10%	36%[activator]	0%	2%	-0.3	2%	1%
O=C(c1ccco1)N1CCN(c2ncnc3scc(-c4ccc(F)cc4)c23)CC1	18%	1%	-13%	-5%	1%	-1%	-0.7	7%	-17%
Cc1ccc(CN(Cc2ccccc2)C(=S)NCC(=O)NCc2cccnc2)o1	16%	4%	-14%	?	0%	-3%	-0.1	57%[activator]	-6%
COc1ccccc1CNC(=O)C(Cc1ccccc1)NC(=O)c1ccccc1 (centres undefined)	nt	-11%	nt	0%	10%	nt	nt	19%	0%

A second format for part of the listing above:
Compound: COc1ccccc1CNC(=O)C(Cc1ccccc1)NC(=O)c1ccccc1 (centres undefined)
  Pol beta inh = nt
  ERG-DNA inh = -11%
  Apoferritin bind = nt
  ALOX12 inh = 0%
  APEX1 inh = 10%
  BLM inh = nt
  TRHR agonist = nt
  POLI inh = 19%
  POLK inh = 0%
Compound: O=C(CCNS(=O)(=O)c1ccc(Cl)cc1)Nc1ccncc1
  Pol beta inh = -7%
  ERG-DNA inh = 6%
  Apoferritin bind = 9%
  ALOX12 inh = -18%
  APEX1 inh = 4%
  BLM inh = -7%
  TRHR agonist = -2.1
  POLI inh = 118%[activator]
  POLK inh = -5%
Compound: C/C(=N/NC(=O)CNC(=O)c1ccccn1)c1ccccc1
  Pol beta inh = 17%
  ERG-DNA inh = 1%
  Apoferritin bind = ?
  ALOX12 inh = 4%
  APEX1 inh = 1%
  BLM inh = -5%
  TRHR agonist = -1.0
  POLI inh = 1%
  POLK inh = -12%

(next part)
compound	Pol beta inh	ERG-DNA inh	Apoferritin bind	ALOX12 inh	APEX1 inh	BLM inh	TRHR agonist	POLI inh	POLK inh
Cc1c(Cl)c(C(=O)NNC(=S)NCc2ccco2)nn1C	-4%	-1%	5%	-14%	-2%	4%	0.5	9%	-11%
OCCN1CCN(C(c2cccs2)c2ccc3cccnc3c2O)CC1 (centres undefined)	34%	nt	32µM*	nt	-2%	-7%	-0.1	nt	nt
[N-]=[N+]=CC(=O)C(O)(c1ccccc1)C(Cl)c1ccccc1 (centres undefined)	nt	5%	nt	22%	nt	nt	nt	1%	-5%
Cc1[nH]c(C)c(S(=O)(=O)NCc2ccc(Cl)cc2)c1C(=O)N1CCCC1	8%	8%	1%	-2%&-59%	1%	-5%	-0.3	7%	9%
Cc1ccc(-c2nnn(CC(=O)N3CCCCC3)n2)cc1	5%	2%	-9%	0%	-8%	4%	0.0	107%[activator]	-4%
CCN(CC)CCCNC(=O)c1cn(C)c2ccc(S(=O)(=O)N(C)C)cc2c1=O	15%	-2%	-11%	-4%	0%	-6%	0.5	4%	17%
Cc1csc(SCC(=O)N(c2ccccc2)C(C)C)n1	nt	-5%	nt	-12%	2%	nt	-1.3	2%	-19%
O=C(COc1cccc(Br)c1)Nc1ccc(Cl)c(S(=O)(=O)N2CCOCC2)c1	nt	-13%	nt	-11%	-5%	nt	nt	7%	-2%
CCOc1ccc(Oc2c(/C=N/NC(C)=O)c(C)nn2-c2ccccc2)cc1	0%	-2%	5%	-30%	-11%	-1%	-0.5	-3%	-20%
O=c1c(-c2ccco2)[n+]([O-])c2ccccc2n1OCc1ccccc1F	?	4%	-6%	-18%	-4%	-4%	-1.2	14%	-16%
CCOC(=O)CSC(CC)C(=O)Nc1nnc(CC)s1 (centres undefined)	22%	14%	-1%	2%	6%	-3%	0.4	-17%	-4%
COc1ccc(CN2CCN(c3ccccc3OC)CC2)c(OC)c1	12%	-3%	-9%	?	-12%	3%	-0.1	21%	-6%
Cc1ccc(-n2ncc3c(NCc4ccco4)ncnc32)c(C)c1	0%	-3%	1%	?	1%	-7%	-1.1	-13%	-3%
c1ccc(-c2cn3c(n2)CCc2ccc4cccnc4c2-3)cc1	-1%	5%	-12%	-6%	-3%	0%	-0.1	30%[activator]	-3%
CCC(C(=O)NCc1ccco1)N(C(=O)CNS(=O)(=O)c1ccc(C)cc1)c1ccccc1F (centres undefined)	26%	-12%	5%	-4%	29%	-6%	-0.9	40%[activator]	7%
NC(=O)c1ccc(NC(=O)COC(=O)/C=C/c2cccs2)cc1	4%	19%	-4%	-7%	5%	-5%	0.0	10%	6%
O=C(/C=C/c1ccc([N+](=O)[O-])cc1)NCc1cccnc1	31%	13%	-10%	0%	-1%	-2%	-0.3	-3%	2%
CCN(CC(=O)Nc1ccc2c(c1)OCCO2)c1nc(-c2cccnc2)nc2ccccc12	16%	3%	?	0%	9%	-2%	0.3	23%	-4%
Cc1noc(COc2ccc(OCc3nc(C)no3)cc2)n1	38%	-8%	-9%	0%	5%	-1%	-0.6	-11%	-13%
C=CCN1CC(O)=C(c2ccccc2)C1=N	1%	nt	-2%	-8%	3%	-5%	0.3	9%	-4%
O=C(O)c1cc(-c2cccs2)nc2cc3c(cc12)OCCO3	0%	-2%	195%[activator]	?	-18%	4%	0.1	18%	-2%
c1ccc2[nH]cnc2c1	nt	-2%	nt	-9%	2%	nt	nt	4%	-10%
CC1=C(C(=O)OC(C)(C)C)C(c2cccc3ccccc23)NC(=O)N1 (centres undefined)	4%	2%	-8%	0%	0%	-11%	-0.5	-15%	-8%
CCCOc1ccc(S(=O)(=O)n2cc(Br)c(=O)[nH]c2=O)cc1	25%	nt	-18%	-4%	-2%	-1%	0.0	-24%	-5%
O=C(CSc1ncnc2sc3c(c12)CCC3)N1CCOCC1	40µM*	11%	-5%	0%	-2%[12.4 µM]	?	-0.1	22µM*	79µM*
Cc1ccc(C2(C)NC(=O)N(CC(=O)NC(=O)NC(C)(C)C)C2=O)cc1 (centres undefined)	7%	-3%	-7%	-3%	50%	-3%	1.7	118%[activator]	-21%
O=S(=O)(NOCc1ccc(Cl)cc1)c1ccc(Cl)cc1	-10%	-12%	0%	?	1%	-12%	-1.1	-8%	-9%
COc1cccc(N(CC(=O)NCCSc2ccccn2)S(=O)(=O)c2ccccc2)c1	-1%	-4%	2%	-1%	-1%	0%	-0.4	?	-16%
CN1CCN(S(=O)(=O)c2cccc(C(=O)Nc3ccccc3N3CCCC3)c2)CC1	12%	18%	-7%	407%[activator]	32%	-3%	-0.4	17%	-3%
O=C1C(c2[nH]c3ccc(S(=O)(=O)O)cc3c2O)=Nc2ccc(S(=O)(=O)O)cc21	nt	nt	5%	nt	?	-10%	nt	25µM*	?
O=C(O)CC1(CC(=O)Nc2ccccc2C(=O)c2ccccc2)CCCC1	33%	-11%	3%	2%	6%	6%	-0.1	-2%	-12%
Cc1cc(C)nc(NS(=O)(=O)c2ccc(NC(=S)NC(=O)CC(C)C)cc2)n1	?	-7%	0%	?	6%	-8%	0.0	7%	-26%
COc1ccc(CNC(=O)c2cc3oc4ccccc4c3n2C)cc1OC	12%	2%	-14%	-16%	nt	-6%	0.1	-5%	9%
CN1CCN(C(=S)NC(=O)/C=C/c2cccs2)CC1	-1%	-18%	-5%	?	3%	-4%	-0.5	-14%	-10%
COc1cc(NC(=O)c2ccco2)c(C(=O)O)cc1OC	-8%	4%	-6%	0%	-2%	0%	-0.9	21%	-3%
O=C(Nc1cccc(C(=O)N2CCOCC2)c1)C1CC1	nt	-4%	nt	12%	nt	nt	nt	10%	2%
CCCCN(CCCC)c1nc(-c2ccncc2)nc2ccccc12	0%	-3%	-3%	19%&-27%	4%	-2%	0.0	-13%	10%
Cc1ccc(NC(=O)NCCN2CCN(C(=O)Nc3ccc(C)cc3)CC2)cc1	9%	-7%	6%	?	-1%	-2%	-0.3	-1%	-6%
CC(C)CCN1CN(S(=O)(=O)c2cccs2)c2nc3ccccc3nc21	36%	-9%	-17%	?	11%	-3%	-0.5	1%	-7%
CCN(Cc1ccccc1)C(=O)CSc1nc(C)cc2c1C(=O)OC2	12%	-3%	?	0%	-1%	0%	-0.4	5%	-9%
CCOC(=O)CSC(CC)C(=O)Nc1nnc(C(C)C)s1 (centres undefined)	-1%	4%	4%	-10%	-4%	-9%	-0.1	17%	8%
CC(C)[C@H](NC(=O)c1cccc(S(=O)(=O)N2CCOCC2)c1)C(=O)Nc1nccs1	25%	1%	-8%	4%	-1%	-2%	0.2	171%[activator]	-7%
O=C(c1ccco1)N1CCN(C(=O)c2ccccc2OCc2ccc(Cl)cc2)CC1	nt	1%	nt	?	1%	nt	-0.7	33%[activator]	-2%
CCOc1ccc(N2CC(c3nc4ccccc4n3CCOc3ccc(CC)cc3)CC2=O)cc1 (centres undefined)	-2%	-1%	-6%	-19%	nt	-5%	0.8	33%	17%
Nc1[nH]ncc1-c1ccc(Cl)cc1	1%	-9%	-21%	14%	-2%	-2%	0.2	99%[activator]	-15%

Screening results: PubChem, National Center for Advancing Translational Sciences (NCATS)
